Screening data from PubChem.
A549 tox – A549 cytotoxicity, counter-screen for Nrf2 inhibitors. A549 ARE-Fluc cells, CellTiter-Fluor viability, 18-24 h. Potency, µM (highest dose often 46 µM), without a hit: at the top dose activity change, negative = cytotoxicity, usual class: inhibitors. hit rate 0.16% among 390,000. AID 504648; further: potency means the concentration at half of the fitted maximal effect; on the % scale 0 is the no-effect control and ±100 the full control effect
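A549 ARE-Fluc cells in 5% FBS OPTI-MEM, 5000 cells/well, rested 2 h then exposed to compounds in concentration-response for 18-24 h at 37 °C. Viability by CellTiter-Fluor fluorescence (Ex 405/Em 525) after 30 min; luciferase luminescence (BugLite, 15 min, RT) read afterwards.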
HepG2 viability – kills HepG2 cells in TGF-b inhibitor counter-screen | hit rate 0.76% among 410,000 | HepG2 CAGA-GFP viability, ATP luminescence, 18 h | Potency, µM (titrated, usually from 46.1 µM), for the others: at the top dose activity change, negative = cytotoxicity, most hits filed as cytotoxic; further: potency means the concentration at half of the fitted maximal effect; some results filed as inactive show a strong effect at the top dose
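HepG2 CAGA-GFP cells (1000/well, DMEM with 1% FBS) received compound, then TGF-beta at 500 pg/mL final, and were incubated 18 hours at 37 degrees C. Viability was read by CellTiter-Glo luminescence. Media-only wells were set as complete cell-killing and DMSO as no toxicity.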
Nrf2 block – blocks Nrf2 signaling. Potency, µM (titrated, usually from 46 µM), for the others: at the top dose activity change, negative = inhibition, most hits filed as inhibitors. A549 ARE-Fluc reporter, luciferase luminescence, 18-24 h. hit rate 2.1% among 360,000; further: potency means the concentration at half of the fitted maximal effect; on the % scale 0 is the no-effect control and ±100 the full control effect; nearly all actives have a fitted effect of over 60% in size
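Quantitative HTS in A549 cells stably bearing an antioxidant response element-firefly luciferase construct. Inhibition of Nrf2-driven transcription was scored by luminescence after 18-24 h of compound exposure at 37 °C.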
Nrf2 activator – activates Nrf2 signaling; AREc32 ARE-luciferase reporter (MCF7-derived line), luminescence, 24 h; Potency, µM (highest dose often 46.1 µM), for inactives: at the highest dose activation, most hits filed as activators; hit rate 0.31% among 410,000; AID 624171; further: potency means the concentration at half of the fitted maximal effect; % of control where 0% means no effect; nearly all actives have a fitted effect of over 65% in size
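Steps: seed AREc32_Fluc cells (1000/well, 5% FBS OPTI-MEM); incubate overnight at 37 deg C; add 23 nL compound; incubate 24 hr; add Steady-Glo; hold 30 min RT; read luminescence.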
EPAC2 agonist – agonists of human EPAC2 (RAPGEF4). EPAC2 activation, biochemical qHTS; response scale: 100% = 6.5 mM cAMP response. Potency, µM (titrated, usually from 154 µM), without a hit: at the top dose activation, actives largely listed as activators. hit rate 0.079% among 360,000. AID 720711; further: potency means the concentration at half of the fitted maximal effect; nearly all actives have a fitted effect of over 50% in size
Target sequence (Q8WZA2 whole entry, looked up): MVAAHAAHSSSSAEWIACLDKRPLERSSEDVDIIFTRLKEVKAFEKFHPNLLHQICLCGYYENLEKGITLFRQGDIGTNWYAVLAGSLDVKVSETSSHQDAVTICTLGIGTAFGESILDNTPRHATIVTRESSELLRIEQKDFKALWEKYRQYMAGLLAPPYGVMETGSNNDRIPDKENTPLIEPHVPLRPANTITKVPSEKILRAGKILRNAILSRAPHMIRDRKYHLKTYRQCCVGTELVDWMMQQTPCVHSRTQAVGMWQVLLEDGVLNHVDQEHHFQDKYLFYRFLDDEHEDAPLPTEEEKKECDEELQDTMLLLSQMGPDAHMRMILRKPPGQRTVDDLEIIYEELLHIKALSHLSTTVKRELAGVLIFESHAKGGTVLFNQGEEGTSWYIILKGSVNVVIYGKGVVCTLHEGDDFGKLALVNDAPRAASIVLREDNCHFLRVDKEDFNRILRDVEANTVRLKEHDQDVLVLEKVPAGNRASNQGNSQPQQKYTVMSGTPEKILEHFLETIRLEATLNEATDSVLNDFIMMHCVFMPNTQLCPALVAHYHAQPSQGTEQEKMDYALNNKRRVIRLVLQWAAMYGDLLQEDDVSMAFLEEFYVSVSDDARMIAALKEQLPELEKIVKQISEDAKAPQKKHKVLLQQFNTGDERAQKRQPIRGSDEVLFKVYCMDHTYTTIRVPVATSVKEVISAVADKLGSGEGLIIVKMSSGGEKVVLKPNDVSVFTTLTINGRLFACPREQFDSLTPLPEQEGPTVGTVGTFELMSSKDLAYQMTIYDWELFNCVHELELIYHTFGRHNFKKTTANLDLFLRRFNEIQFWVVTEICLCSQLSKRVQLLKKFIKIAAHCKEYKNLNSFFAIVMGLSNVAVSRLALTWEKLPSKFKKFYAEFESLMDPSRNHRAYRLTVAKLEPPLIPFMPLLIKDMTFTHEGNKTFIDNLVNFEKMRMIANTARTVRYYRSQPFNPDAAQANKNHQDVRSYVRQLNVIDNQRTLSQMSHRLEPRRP
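Fluorescence exchange assay: 100 nM EPAC2 with 250 nM RAP1B-BODIPY-GDP and 50 uM GDP; compounds tested as a concentration-titration series (qHTS). Loss of Rap1-bound BODIPY-GDP fluorescence read at 480/540 nm; data normalized to 6.5 mM cAMP.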
TGFb inhibitor – inhibitors of TGF-b signaling; AID 588855; hit rate 1.2% among 410,000; HepG2 CAGA-GFP TGF-b/SMAD3 reporter, GFP fluorescence, 18 h; TGF-beta stimulated, 500 pg/mL final; Potency, µM (doses to about 46.1 µM), inactives show top-dose activity, negative = inhibition, hits mostly inhibitors; further: potency means the concentration at half of the fitted maximal effect; on the % scale 0 is the no-effect control and ±100 the full control effect; nearly all actives have a fitted effect of over 65% in size
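HEPG2 CAGA-GFP, 1000 cells/well; 2 h settle, 37 C; cpd via pin tool; TGF-b 500 pg/mL final; 18 h, 37 C; GFP imaging ex488/em500-530; %Activity normalised to -TGF-b and +DMSO controls; CRC fit, curve class.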
ATXN viability – reduces viability in counter-screen for ATXN expression inhibitors | S2 cells (HEK-293 line with an ATXN2-luciferase reporter) viability, CellTiter-Fluor protease fluorescence, 24 h | hit rate 0.49% among 400,000 | Potency, µM (highest dose often 56.7 µM), usual class: cytotoxic; further: potency means the concentration at half of the fitted maximal effect; nearly all actives have a fitted effect of over 40% in size
ATXN2 expr inh – inhibitors of ATXN2 expression | hit rate 0.72% among 360,000 | Potency, µM (doses to about 57 µM), for inactives: at the highest dose activity change, negative = inhibition, hits mostly inhibitors | HEK-293 ATXN2-luciferase reporter, luminescence, 24 h | AID 1745845; further: potency means the concentration at half of the fitted maximal effect; on the % scale 0 is the no-effect control and ±100 the full control effect; nearly all actives have a fitted effect of over 55% in size
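ATXN2-luciferase reporter cells (luciferase flanked by upstream and downstream ATXN2 gene portions) were treated 24 h at 37 °C with compounds at up to 57 uM. SteadyGlo luminescence gave expression; GF-AFC fluorescence gave viability.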
IL2 activator – activates IL-2 in a cell-based reporter assay; AID 652025; activation, % (series mostly up to about 46 µM); hit rate 0.065% among 360,000; IL-2 activation reporter assay, cell-based qHTS; stimulated with anti-CD3/CD4/CD28 beads; in transgenic mouse T cells; in the data active means activation above about 50%; inconclusive means mostly about 30% to 49%; further: 0% is about no effect
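Readout is EGFP and DsRed signal by fluorescent plate cytometry after 18 h at 37 degrees C. Transgenic mouse T cells (750/well) received compound for 60 min before bead stimulation (anti-CD3, anti-CD4, anti-CD28); memory T cells served as non-tolerant control.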
Active calls of the source: *; i = inactive; ? = inconclusive; . = no result given; & = joins results of further samples; [ ] = another dose, or the depositor's remark. Unless noted, the call rests on the fitted dose curve; in most records, active means well fitted curve in the direction sought with a large enough effect; inconclusive means small, poorly fitted or top-dose-only effect, or another doubt; inactive means no such curve, though single readings can be large; an effect the other way counts as inactive or inconclusive.

SMILES	A549 tox	HepG2 viability	Nrf2 block	Nrf2 activator	EPAC2 agonist	TGFb inhibitor	ATXN viability	ATXN2 expr inh	IL2 activator
COc1ccc(OC)c(C(c2nnnn2CCC(C)C)N2CCN(C(=O)c3ccco3)CC2)c1 (stereo not given)	-14%	-9%	-4%	0.4%	1%	-1%	i	-7%	-1.3
Cc1cccc(NC(=O)c2oc3ccc(S(=O)(=O)N4CCOCC4)cc3c2C)c1C	-4%	-60%	?	-0.6%	8%	20%	i	-25%	-3.2
Cc1ccc(CN2CCC(N3CC(C)OC(C)C3)CC2)cc1 (stereo not given)	1%	3%	6%	-1.4%	10%	-3%	i	-8%	-1.6
Cc1ccccc1-n1cnc2cc(NCc3cccs3)ccc21	.	-24%	?	-0.3%	27%	-13%	i	32%	-1.4
O=C(NCc1cccnc1)C1Cc2c(-c3ccc(Cl)cc3)ccnc2O1 (stereo not given)	.	-13%	.	1.0%	-4%	13%	i	-23%	-0.7
O=C(CS(=O)(=O)Cc1ccccc1)Nc1ccc(S(=O)(=O)N2CCCCCC2)cc1	-10%	-8%	-29%	0.4%	14%	-17%	i	-6%	-0.6
Cc1nonc1NC(=O)N1CCCC1	-9%	7%	-3%	0.2%	-5%	0%	i	1%	-2.8
COc1ccc(C(C(=O)NC2CCCCC2)N(C(=O)c2sc(C)nc2C)c2ccc(OC)cc2)cc1 (stereo not given)	?	-7%	?	-0.1%	-20%	-3%	?	?	1.1
Cc1ccc(S(=O)(=O)Nc2ccc(NC(=O)Nc3ccc(F)cc3F)cc2)cc1	?	-5%	-85%	2.3%	4%	?	i	5%	0.7
COCCNS(=O)(=O)c1cc(-c2nn3c(C)nnc3c3ccccc23)ccc1C	-16%	-2%	?	?	.	22%	i	6%	.
CNC(=O)C1Cc2c(-c3ccc(Cl)cc3)ccnc2O1 (stereo not given)	.	-2%	.	0.7%	3%	26%	i	-1%	1.0
Cc1cc(Cl)ccc1C(=O)C1CCCN(C(=O)c2cccnc2C)C1 (stereo not given)	3%	-39%	-26%	-0.6%	6%	0%	i	3%	-3.5
COc1cccc(OC(=O)CSc2nnc(-c3ccccc3Br)o2)c1	1%	-13%	7%	-0.3%	2%	0%	i	-4%	0.2
CC(=O)Nc1ccc(N2CCN(c3ccc(F)cc3)CC2)cc1	2%	20%	-13%	-1.1%	4%	-2%	i	.	-0.4
CC1C(=O)N2CCCc3cc(S(=O)(=O)N4CCC(C(N)=O)CC4)cc1c32 (stereo not given)	10%&3%	5%&7%	-1%	-0.1%&0.2%	-7%	5%&37%	i	2%	1.1
O=S(=O)(NCCN1CCOCC1)c1ccc2c(c1)OCCO2	5%	-13%	-10%	0.5%	-3%	2%	i	-6%[11.3 µM]	0.5
COC(C/C=C\[C@@H](O)[C@H](C)OCc1ccccc1)OC	7%	-3%	-2%	-0.6%	7%	-7%	i	2%	-2.5
CC12CCC(C(=O)N(CCCCN3CCN(Cc4ccccc4)CC3)C1=O)C2(C)C (stereo not given)	5%	2%	?	-0.1%	14%	1%	i	-11%	1.0
COc1ccc(Cl)cc1NC(=O)CN(C)C1CCS(=O)(=O)C1 (stereo not given)	19%	-17%	3%	0.3%	11%	1%	.	.	4.4
O=C(OC1CCOC1=O)c1ccc2ccccc2n1 (stereo not given)	0%	3%	-4%	-0.9%	-81%[inhibitor][15.6 µM]	-8%	i	9%	0.1
O=S(=O)(c1ccc(Cl)cc1)N1CCN(C2CCCCCC2)CC1	-1%	1%	.	0.0%	-6%	19%	i	-3%	2.2
COc1ccc(Cc2nc3ccccc3[nH]2)cc1OC	-7%	9%	?	0.3%	16%	4%	i	-32%	0.6
COc1ccc(/C=N/n2c(-c3n[nH]c4c3CCC4)n[nH]c2=S)cc1OC	-1%	-2%	11%	3.5%	-13%	2%	i	3%	0.9
N#C/C(=C\c1ccccc1OCc1ccc(C(=O)O)cc1)c1ccccc1	1%	6%	-4%	0.1%	1%	21%	i	15%	-3.5
Cc1cc(C)n(CCNC(=O)C2CCC(=O)N(CCc3cccc(F)c3)C2)n1 (stereo not given)	0%	4%	1%	0.1%	-3%	0%	i	5%	4.6

Single entries from above.
`COc1ccc(Cc2nc3ccccc3[nH]2)cc1OC` in A549 tox is listed with -7%
`O=S(=O)(c1ccc(Cl)cc1)N1CCN(C2CCCCCC2)CC1` in TGFb inhibitor is listed with 19%

Further records follow:
SMILES	A549 tox	HepG2 viability	Nrf2 block	Nrf2 activator	EPAC2 agonist	TGFb inhibitor	ATXN viability	ATXN2 expr inh	IL2 activator
Cc1ccc(C(CNS(=O)(=O)c2cc(F)ccc2F)N2CCN(C)CC2)cc1 (stereo not given)	1%	5%	0%	0.6%	3%	-13%	i	-7%	0.8
CCS(=O)(=O)N1CCC(NC(C)=O)(c2ccccc2)CC1	-15%	19%	-17%	-0.8%	3%	3%	i	-18%	0.7
Cc1cc(C)cc(Oc2nc3ccccn3c(=O)c2/C=C(\C#N)C(=O)NC2CCS(=O)(=O)C2)c1 (stereo not given)	1%	-33%	27%	?	-3%	1%	i	0%	-1.1
Cc1ccc(CNc2nc(-c3ccco3)nn2S(C)(=O)=O)cc1	2%	-8%	?	5.8%	.	-5%	.	.	.
COc1cc(OC)cc(-c2c(-c3cccs3)c3cc(Br)ccc3n2C)c1	-3%	-18%	5%	-1.2%	7%	-20%	i	-8%	3.3
O=C(NC(=S)Nc1ccc(Cl)c(C(=O)O)c1)c1ccco1	-1%	-5%	3%	0.1%	6%	11%	i	4%	-4.7
O=C(COCc1cc(-c2ccc3c(c2)OCO3)on1)NCc1ccccc1Cl	3%	-22%	?	0.2%	.	-10%	.	.	.
Cc1c(OCC(=O)N2CCC(C(N)=O)CC2)ccc2c3c(c(=O)oc12)CCC3	-1%	-20%	-7%	0.5%	6%	-10%	i	8%	0.5
Cn1c(CNC(=O)CCNC(=O)c2ccc(Br)cc2)cc(=O)n(C)c1=O	3%	-15%	15%	2.5%	2%	2%	i	-2%	-0.8
CCOc1cc(NS(=O)(=O)c2ccc(NC(C)=O)cc2)c(OCC)cc1NC(=O)c1cccs1	-4%	2%	7%	0.6%	11%	-1%	i	2%	1.1
N#Cc1nc(-c2ccco2)oc1N1CCOCC1	-2%	14%	.	13µM*	0%	0%	i	-1%	-0.3
C[C@H](NC(=O)c1nc[nH]c1C(=O)NCCCCCNC(=O)OC(C)(C)C)C(=O)OCc1ccccc1	-8%	4%	-3%	0.0%	-7%	1%	i	4%	-0.8
Cc1ccccc1C(=O)NNc1ccc([N+](=O)[O-])cc1	-16%	-18%	6%	0.0%	-1%	9%	i	1%	-1.3
CCc1nnc(NC(=O)CSc2nnc(-c3ccncc3)n2C)s1	-4%	0%	-19%	0.5%	5%	-16%	i	?	-4.2
CN(C(=O)c1ccc(OC2CCN(CCc3ccccc3)CC2)cc1)C1CCOCC1	-3%	-8%	6%	0.3%	10%	0%	?	.	-0.5
CN=C(Nc1ccc(Br)cc1)SC1CC(=O)N(c2ccc(OC)cc2)C1=O (stereo not given)	-1%	-28%	-11%	6.0%	3%	?	i	-34%	2.5
CN(C(=O)COC(=O)/C=C/c1ccc2ccccc2n1)C1CCS(=O)(=O)C1 (stereo not given)	-12%	-30%	?	?	14%	?	.	?	1.4
CCC(=O)Nc1ccccc1C(=O)OCc1ccc(C(=O)c2ccccc2)cc1	-1%	-5%	1%	2.9%	7%	?	i	8%	-2.4
CC(C)CNc1ncnc2c1cnn2Cc1ccc(Cl)cc1	1%	-20%	?	4.4%	11%	6%	i	-18%	0.0
COC(=O)C(C)N(C#N)c1nc(C)cc(C)n1 (stereo not given)	-4%	-69%	-12%	-0.2%	5%	?	i	-14%	1.0
CC(C)COC(=O)n1ccc(C(=O)N2CCCCC2)n1	20%	3%	9%	0.3%	-1%	1%	i	5%	-3.5
CCOC(=O)CC1=CC(=O)Nc2ccccc2N1	0%	22%	-6%	-0.2%	0%[15.6 µM]	18%	i	5%	0.2
CC(=O)c1ccc2c3c(ccc(O)c13)CC2	-8%	-10%	-12%	-0.2%	15%	2%	i	7%	0.6
CCCNC(=O)c1cccc(NC(=O)C(C)C)c1	14%	12%	-10%	-1.0%	13%	7%	i	.	-0.1
O=C(OCC(=O)N1CCCCCC1)c1cccc(Cl)c1	2%	-11%	6%	6.7%	2%	0%	?	.	0.3
CCC(CC)COC(=O)C1=C(C)NC(=O)NC1c1ccccc1Br (stereo not given)	-2%	-6%	?	0.8%	-6%	?	?	5%	-0.6
CC(=O)Nc1ccc(OCCOc2ccc(/C=C3\C(=N)N4N=C(C)SC4=NC3=O)cc2)cc1	0%	-3%	-7%	0.2%	11%	9%	i	-6%	0.1
COc1ccc(NC2=C(c3ccc(OC)cc3)C(=O)c3ccccc32)cc1	-9%	0%	-7%	0.2%	-3%	1%	i	20%	-0.8
Cc1cc(N2C(=O)C3C4c5ccccc5C(c5ccccc54)C3C2=O)no1 (stereo not given)	1%	4%	6%	-0.5%	7%	-2%	i	1%	-0.4

Profiles from above. Order of screens: A549 tox | HepG2 viability | Nrf2 block | Nrf2 activator | EPAC2 agonist | TGFb inhibitor | ATXN viability | ATXN2 expr inh | IL2 activator
Shown for CCc1nnc(NC(=O)CSc2nnc(-c3ccncc3)n2C)s1 = -4% | 0% | -19% | 0.5% | 5% | -16% | i | ? | -4.2
Shown for CN(C(=O)c1ccc(OC2CCN(CCc3ccccc3)CC2)cc1)C1CCOCC1 = -3% | -8% | 6% | 0.3% | 10% | 0% | ? | . | -0.5
Shown for O=C(OC1CCOC1=O)c1ccc2ccccc2n1 (stereo not given) = 0% | 3% | -4% | -0.9% | -81%[inhibitor][15.6 µM] | -8% | i | 9% | 0.1
